Calpain2 inh: inhibitors of pig calpain II | 220,000 tested, 0.37% active | AID 1236 | purified calpain II, fluorogenic peptide substrate, 30 min | inhibition, % at 16 µM;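 active = inhibition above about 50%, limit read from the data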
Mdm2 ligase inh: blocks human Mdm2 ubiquitin ligase activity | signal enhancement, % at 5 µM | 210,000 tested, 0.11% active | Q00987 | cell-based MDM2 ubiquitination luciferase reporter, 2 h; 0 = plate control, 100 = twice control, blank-subtracted | AID 1230;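 active = signal enhancement of 30% or more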;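 note: luminescence tracks abundance of the self-degrading MDM2-luciferase fusion protein; higher signal means inhibition of MDM2 E3 ligase activity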
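System: stable MDM2–luciferase fusion reporter cells / Input: 2000 cells seeded into each well / Schedule: 4 h settle plus 2 h compound, 37 °C / Compound: single-point 5 µM / Buffer or medium: cells held in DMEM / Benchmarks: control and blank well means / Evaluation: percent signal gain over controls, blank-subtracted / Measured by: luciferase luminescence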
Rad51 HR inh: Rad51 (human) homologous recombination inhibition; hRad51 DNA strand exchange, fluorescence dequenching; inhibition, % at 10 µM; 200,000 tested, 0.085% active;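 active = inhibition above 40% at the single screening dose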;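 note: 0% = DMSO control wells and 100% = blanks with heterologous ssDNA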
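Test system: preformed human Rad51 ssDNA filaments; also added: Donor/quencher-labelled 47-bp dsDNA substrate; doses: 10 µM final, single point; times: 37 °C 15-min filament assembly, 30-min compound preincubation, 15-min exchange; detection: FRET fluorescence dequenching, excitation 485 nm, emission 520 nm; read-out basis: Fluorescence-based percent inhibition, control- and blank-normalised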
Cl transport mod: modulates chloride dependent transport by human KCC2; Q9H2X9; KCC2 cells, thallium flux FluoZin-2 fluorescence; B-score of Tl+ flux slope (higher = more flux/activation; lower = inhibition) at 10 µM; 190,000 tested, 2.2% active; AID 1456;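 active = thallium flux slope and its plate-corrected score both differing from the plate sample mean at a set confidence after two filtering rounds, in either direction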;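 note: slope of fluorescence scaled to starting intensity during 10 to 20 s after thallium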
PERK inh: inhibitors of human PERK kinase; CHO PERK-DD fusion, SEAP luminescence translation reporter; inhibition, % at 5.6 µM; 220,000 tested, 0.17% active; AID 1416;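 active = inhibition above the mean inhibition of all tested compounds plus 3 SD, set separately per screening campaign, cut at about 2.9% in these data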;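 note: PERK kinase domain activated by AP20187 dimerizer at 100 nM; 0% = DMSO with dimerizer and 100% = rapamycin at 8.4 µM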
eIF4E-4G inh: blocks eIF4E binding to eIF4G | P63073+Q04637 | TR-FRET eIF4E-eIF4GI(517-606) binding, 2 h | inhibition, % at 21.7 µM | 220,000 tested, 0.37% active | AID 782;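 active = inhibition above about 30%, limit read from the data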;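 note: 0% = full FRET control wells and 100% = background wells lacking eIF4GI fragment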
TNF death inh: inhibitors of TNF-alpha induced necroptosis in Jurkat FADD-/- cells. Jurkat FADD-/- TNF necroptosis rescue, ATP luminescence, 24 h; 0 = TNF only, 100 = no-TNF cells. activation (protection from cell death), % at 10 µM. 220,000 tested, 0.068% active. AID 463075;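 active = activation, meaning protection from cell death, of at least 50% relative to plate controls; inactive = activation below 50%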;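 note: necroptosis triggered by 40 ng/mL TNF-alpha added together with compound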
EBV gp42 block: blocks Epstein-Barr virus glycoprotein 42 binding; AID 1085; 220,000 tested, 0.42% active; Fluorescence polarization binding assay, mP read-out; Q1HVG2; inhibition, % (tested at 21.74 µM); in the data active = inhibition above about 50%
L929 necroptosis: L929 zVAD cell death inhibition. L929 zVAD necroptosis rescue, ATP luminescence, 24 h; with zVAD 60 µM. viability rescue, % at 10 µM. 220,000 tested, 0.38% active. AID 1377;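 active = activation, scaled between plate controls, above about 75%, limit read from the data; inactive = activation under that limit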;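 note: 0% = zVAD with DMSO and 100% = DMSO alone without zVAD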
The depositor's hits bear a star; x = no result given; [ ] = remark or other dose.

SMILES	Calpain2 inh	Mdm2 ligase inh	Rad51 HR inh	Cl transport mod	PERK inh	eIF4E-4G inh	TNF death inh	EBV gp42 block	L929 necroptosis
O=C(CNC(=O)C1COc2ccccc2O1)N/N=C\c1cccc(O)c1 (centres undefined)	-2	-7	-6	-0.14	1.3	1	-0.5	-3	1.3
CCSc1nnc(NC(=O)C2CCN(S(=O)(=O)c3ccccc3C(F)(F)F)CC2)s1	6	-14	-9	-0.28	-0.3	0[fluorescence artefact?]	1.9	-20	1.3
O=C(Nc1ccc(N2C(=O)CCC2=O)cc1Cl)c1cccs1	-38	0	-2	-0.43	1.8	3	-0.2	-18	8.5
CCN1C(=O)S/C(=C\c2ccc(N3CCOCC3)cc2C)C1=O	-6	-27	-6	-1.7	0.3	2[fluorescence artefact?]	-2.7	-76	0.0
COc1ccc(Cl)cc1NC(=O)CN(C)CC(=O)NC(C)c1ccccc1 (centres undefined)	3	-3	1	-1.1	-0.9	-2	-2.4	9	0.5
O=C(CCNS(=O)(=O)c1ccc(Br)s1)N1CCCCC1	-11	-8	-8	0.37	-0.5	-7[fluorescence artefact?]	0.3	-10	0.7
COc1cccc(OCC(O)CN2CCN(c3ncccn3)CC2)c1 (centres undefined)	-4	6	0	-0.22	0.3	17	1.3	3	0.5
CC(c1ccccc1)C1C(C#N)=C(N)SC(N)=C1C#N (centres undefined)	-29	-9	0	-0.49	0.3	18[fluorescence artefact?]	0.7	-4	-0.2
COc1ccc(NC(=O)c2cc(S(=O)(=O)N(Cc3ccccc3)c3ccccc3)ccc2Cl)cn1	-2	-8	-9	-3.3	-0.7	-1	5.9	-53	0.0
Cc1nn(C)c(Oc2cccc(C(F)(F)F)c2)c1C=O	5	-3	-1	x	-0.1	-2	-1.1	-11	-0.5
O=C(NCCc1ccc(Cl)cc1)c1cccnc1	-8	-22	5	-0.3	0.5	7	-0.7	-10	0.2
Cc1cc(C)cc(N(CC(=O)N2CCC(C)CC2)S(C)(=O)=O)c1	-9	5	7	-0.011	1.3	0	0.4	-16	-0.7
CCN(CC)C(=N)N1c2ccccc2CCC1C (centres undefined)	-3	-11	4	-0.93	-0.1	-3	2.6	-8	-0.1
CCCc1nnc(NC(=O)Cn2cnc3ccccc3c2=O)s1	-5	-10	-3	1.3	2.2	-3	-1.4	-8	2.2
O=C(NCc1ccccc1)N1CCn2c(nc3ccccc32)C1	-47	x	-2	x	-0.7	2	0.6	-3	0.5
O=c1c(C(c2ccccc2)c2c(O)nc3n(c2=O)CCS3)c(O)nc2n1CCS2	3	-2	x	0.1	-0.1	8	0.2	-18	x
N/C(Cc1cccs1)=N\OC(=O)COc1ccccc1Cl	3	-9	-9	x	0.0	3	1.6	-15	-0.4
O=C(CCN1C(=O)/C(=C/C=C/c2ccccc2)SC1=S)Nc1ccccn1	15	0	-14	0.79	0.9	-3	0.4	-18	-0.9
N#C/C(=C/c1cn[nH]c1-c1ccc(Br)cc1)C(=O)O	14	-13	-2	-0.099	0.9	3	0.8	-5	1.3
CCCOc1ccc(/C=N/NC(=O)CSc2ccccn2)cc1OC	19	-8	25	x	0.1	0	3.0	-10	2.2

Taken from above:
Entry for `O=C(CCN1C(=O)/C(=C/C=C/c2ccccc2)SC1=S)Nc1ccccn1` in PERK inh: 0.9
Entry for `Cc1nn(C)c(Oc2cccc(C(F)(F)F)c2)c1C=O` in TNF death inh: -1.1

Next part
SMILES	Calpain2 inh	Mdm2 ligase inh	Rad51 HR inh	Cl transport mod	PERK inh	eIF4E-4G inh	TNF death inh	EBV gp42 block	L929 necroptosis
Cc1cc(C)nc(N(C#N)Cc2ccc(Br)cc2)n1	19	18	4	0.86	-0.6	2	0.5	-1	0.0
CCOC(=O)C1=C(C)N(C)C(=S)NC1c1ccccc1 (centres undefined)	-3	-3	-5	0.5	0.5	2	1.7	-9	0.1
COc1ccc(CNC(=O)C(=O)NCc2cccnc2)cc1	-19	-4	-5	-0.76	1.4	1	1.8	-3	0.6
Cc1cnc(C(=O)OCC(=O)NCc2ccccc2)cn1	-13	-15	8	-1.3	1.1	0[fluorescence artefact?]	-0.5	-14	-0.1
O=C(CCc1nc2ccccc2[nH]1)Nc1ccccc1F	-2	-2	5	-0.42	1.1	1	1.5	-14	-0.5
O=C(COC(=O)CCc1c[nH]c2ccccc12)NCc1ccc2c(c1)OCO2	8	-1	1	-0.61	0.6	2	-0.7	-2	1.8
Cc1cc(C)cc(SCc2noc(C(=O)NCCCN3CCOCC3)c2C(=O)NCCCN2CCOCC2)c1	-13	9	-4	-0.95	x	-7	1.1	-4	-0.5
COc1ccc(OC)c(CNC(=O)CCc2nc(-c3cccs3)no2)c1	6	x	x	-0.038	0.4	2	-0.6	-6	x
O=C(N/N=C\c1cc([N+](=O)[O-])ccc1N1CCCC1)c1ccccn1	7	2	-24	-0.29	0.4	0	0.5	-11	-0.5
CC(C)C(C)NC(=O)COc1ncnc2sccc12 (centres undefined)	0	-21	-5	0.52	0.8	4	12	-22	-0.8
CC1CN(C)C(C)c2c1oc1ccc([N+](=O)[O-])cc21 (centres undefined)	-6	-12	26	-1.8	0.9	1	1.2	1	0.6
NS(=O)(=O)c1ccc(NC(=S)NC(=O)c2ccc(Br)o2)cc1	7	2	0	x	1.0	3	-0.7	-4	1.0
O=C(CCCCCCN1C(=O)c2ccccc2C1=O)NC1CCCCC1	10	-7	8	-0.56	0.3	5	-0.8	-14	-0.5
O=C(OCc1nc2ccccc2[nH]1)C1CCCCC1	10	-1	2	-0.64	1.0	0	1.1	-24	0.4
c1cncc(-c2nnc(-c3cccs3)o2)c1	-164	-29	2	0.06	0.0	4	-0.7	-9	0.4
CCCCNC(=O)C(=O)NCCCn1ccnc1	2	-1	-4	0.38	0.3	-4	0.3	-7	7.7
CCN(CC)S(=O)(=O)c1ccc(NC(=O)COc2c(OC)cccc2OC)cc1	0	-22	0	-0.14	-0.7	-6	-5.0	-24	0.3
COc1cccc(C(=O)C(C#N)=C(SC)SC)c1	29	-1	1	-2.9	1.2	10	-23	-8	-0.3
COc1ccc(N(CC(O)CN2CCCCC2)S(=O)(=O)c2ccc(C)cc2)cc1 (centres undefined)	3	0	1	-0.42	-0.1	3	-0.6	-14	-0.1
N/C(=N\OC(=O)CCC1CCCC1)c1ccc([N+](=O)[O-])cc1	26	8	7	0.64	1.3	2	0.0	-2	0.6
CN(C)CCCN1CC(C(=O)O)CC1=O (centres undefined)	-40	-10	-5	-0.059	1.9	3	-2.1	4	-0.1
O=C(COc1ccc(C2SCCS2)cc1)NNC(=O)C(Cl)Cl	26	-9	x	-3	0.7	-6	1.4	8	0.5
CCOC(CNC(=O)c1ccc2c(c1)nc(C)n2-c1cccc(F)c1)OCC	10	-4	0	-0.018	0.5	-1	-1.4	-18	0.6
O=C(Nc1ccccc1C(=O)N1CCOCC1)c1noc2c1CCCC2	-16	-23	1	-0.86	-1.0	1	-0.5	-7	-0.4
CCCn1nc(NS(=O)(=O)c2ccccc2)c2cc3cc(C)ccc3nc21	2	-10	x	0.53	0.5	1[fluorescence artefact?]	-1.7	3	x
CCOC(=O)c1c(C)[nH]c(C(=O)CSc2nc3ccccc3o2)c1C	12	-2	0	-0.18	-0.7	5	-1.9	-16	0.2
Cc1ccc2nc(SCC(=O)Nc3nnc(SCC(N)=O)s3)[nH]c2c1	-34	-13	-8	x	1.1	-7	-0.6	-10	0.3
CCc1nnc(NC(=O)C2CCN(C(=O)NC3CCCCC3)CC2)s1	9	-12	x	0.53	-0.2	5	-0.1	-20	0.7
N#CCC(=O)c1sccc1-n1cccc1	8	-2	8	-0.018	2.0	3	1.6	-6	1.3
O=C(O)CC(SCC(=O)NC1CCCc2ccccc21)C(=O)O (centres undefined)	-12	-6	11	-0.2	2.3	1	3.5	-29	0.4
COc1ccc(C2C(C#N)=C(C)NC(C)=C2C(=O)OC(C)C)c(OC)c1 (centres undefined)	-126	-7	11	-0.74	0.1	25	-2.6	-5	0.7
CCCN1CCN(C(=O)c2cc(COc3ccc4ncccc4c3)on2)CC1	-9	-21	20	-1.3	1.1	4	-2.2	-1	0.5
CC1CC(NC(=O)c2cnc3n(c2=O)CCS3)CC(C)(C)C1 (centres undefined)	-2	-13	4	0.071	x	-16	-1.6	-4	0.1
Cc1cc(C)c(C(=O)/C=C/c2cccc3ccccc23)c(=O)[nH]1	-19	-10	-7	-0.14	0.0	-3	-7.2	-9	30
COc1cc(/C=N/NC(=O)CCn2nnc3ccccc32)ccc1O	-6	-6	2	0.045	1.1	-2	1.8	-6	0.6
COc1ccccc1/C=N/OC(=O)c1ccc(C)cc1	13	-8	9	-0.24	1.0	0	-1.2	2	-0.4
Cc1nn(C2CCCCC2)c(N)c1-c1ccccc1	-5	6	2	1.5	0.8	6[fluorescence artefact?]	-2.1	-2	0.3
O=C(NCCCl)Nc1ccc(Cl)c([N+](=O)[O-])c1	9	-8	10	-0.15	1.7	3	1.6	-15	0.9
Nc1ncnc(Sc2ncccn2)c1[N+](=O)[O-]	-13	-15	6	-0.46	-0.1	-2	-16	-6	15
Cc1cccc(NC(=O)CN2C(=O)N/C(=C/c3cc(C)n(C(C)C)c3C)C2=O)c1	-49	6	x	0.46	0.1	0	0.3	-8	0.1
COc1cc(/C=N/NC(=O)c2cccnc2)ccc1OCC(=O)Nc1c(C)cc(C)cc1C	-59	2	6	-0.22	0.1	-1	1.8	-31	1.7
COc1ccc(C2=NN3C(C2)c2ccccc2OC32C(=O)N(C)c3ccccc32)cc1 (centres undefined)	-12	-7	x	x	-0.2	-8	-6.9	-15	0.0
Fc1ccccc1-c1n[nH]c(=S)n1CC1CCCO1 (centres undefined)	-4	3	-4	-0.64	0.1	-1	-0.4	-7	0.6
CCOCCCNC(=O)N[C@@H](Cc1ccccc1)C(=O)OC	-29	-11	-1	-0.028	2.0	-9	-0.3	-12	1.9
CCc1nnc(NC(=O)c2c(O)c3c([nH]c2=O)CCCC3)s1	3	-19	-8	1.1	-0.1	4	0.3	-16	0.7
O=C1CC(Sc2ncn[nH]2)C(=O)N1c1ccccc1 (centres undefined)	-12	3	2	x	-0.6	-3	-1.0	-37	-0.4
CCOC(=O)c1ccc(Oc2c(C)oc3cc(OS(C)(=O)=O)ccc3c2=O)cc1	18	-4	0	0.17	-0.2	-1	5.3	-7	1.9
O=C(NCc1ccco1)c1ccc(F)c(S(=O)(=O)N2CCCCC2)c1	29	3	-2	0.1	0.2	2	0.7	0	0.5

Some entries already given, limited to TNF death inh, Cl transport mod and PERK inh.
SMILES | TNF death inh | Cl transport mod | PERK inh
COc1ccc(C2=NN3C(C2)c2ccccc2OC32C(=O)N(C)c3ccccc32)cc1 (centres undefined) | -6.9 | x | -0.2
Fc1ccccc1-c1n[nH]c(=S)n1CC1CCCO1 (centres undefined) | -0.4 | -0.64 | 0.1
O=C1CC(Sc2ncn[nH]2)C(=O)N1c1ccccc1 (centres undefined) | -1.0 | x | -0.6
CCc1nnc(NC(=O)c2c(O)c3c([nH]c2=O)CCCC3)s1 | 0.3 | 1.1 | -0.1
CCOCCCNC(=O)N[C@@H](Cc1ccccc1)C(=O)OC | -0.3 | -0.028 | 2.0

From PubChem
